Source: PubChem BioAssay (The Scripps Research Institute Molecular Screening Center)
TEAD-YAP block: TEAD-YAP interaction inhibition; HEK-TIYL cells, TEAD-Gal4/YAP UAS-luciferase luminescence; AID 1259422; inhibition, % at 9.12 µM; 640,000 compounds, 1.4% hits; in the data active = inhibition above about 32%;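 also: 0% = median of test compound wells and 100% = reference inhibitor wells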
GPR151 activ: activators of human GPR151; activation, % at 11.2 µM; PathHunter beta-arrestin GPR151 cells, luminescence; Q8TDV0; 650,000 compounds, 1% hits; in the data active = activation above about 4.9%;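 also: 0% = median of compound wells and 100% = cells with positive control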
Target sequence (Q8TDV0 whole entry, looked up): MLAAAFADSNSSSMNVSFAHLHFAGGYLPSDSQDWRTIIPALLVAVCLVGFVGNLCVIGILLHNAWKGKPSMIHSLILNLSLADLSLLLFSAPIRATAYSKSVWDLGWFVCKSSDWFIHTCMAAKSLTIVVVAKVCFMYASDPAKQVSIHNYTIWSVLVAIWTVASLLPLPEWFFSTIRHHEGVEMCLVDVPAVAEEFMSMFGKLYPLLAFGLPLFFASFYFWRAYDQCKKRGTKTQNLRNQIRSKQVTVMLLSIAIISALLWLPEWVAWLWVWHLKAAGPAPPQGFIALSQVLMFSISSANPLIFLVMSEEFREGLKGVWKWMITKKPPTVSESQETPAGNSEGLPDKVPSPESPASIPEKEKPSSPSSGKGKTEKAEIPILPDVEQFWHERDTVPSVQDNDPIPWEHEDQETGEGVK
MITF inh: blocks human microphthalmia-associated transcription factor. 650,000 compounds, 0.91% hits. AlphaScreen MITF homodimerization, bead proximity signal. inhibition, % at 2.6 µM. O75030; in the data active = inhibition above about 50%;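 also: 0% = vehicle wells with protein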
Target sequence (O75030 whole entry, looked up): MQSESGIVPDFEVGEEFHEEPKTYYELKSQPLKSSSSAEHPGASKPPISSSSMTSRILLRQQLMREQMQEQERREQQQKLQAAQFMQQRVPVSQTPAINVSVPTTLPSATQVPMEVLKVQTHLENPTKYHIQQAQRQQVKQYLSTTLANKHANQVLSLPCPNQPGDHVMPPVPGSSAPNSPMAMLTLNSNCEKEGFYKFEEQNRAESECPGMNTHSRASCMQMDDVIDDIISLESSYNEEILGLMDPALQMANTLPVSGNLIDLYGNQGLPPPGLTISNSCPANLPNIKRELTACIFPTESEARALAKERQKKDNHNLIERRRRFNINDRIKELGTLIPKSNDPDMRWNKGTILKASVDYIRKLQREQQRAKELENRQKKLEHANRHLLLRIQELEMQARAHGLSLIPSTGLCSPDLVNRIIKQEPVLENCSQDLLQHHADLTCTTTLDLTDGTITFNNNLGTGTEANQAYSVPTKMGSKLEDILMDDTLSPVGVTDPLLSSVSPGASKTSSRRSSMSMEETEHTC
FBW7 activator: human FBW7 E3 ligase activation, primary screen. Q969H0. AlphaScreen FBW7–phospho-cyclin E peptide binding, activator screen. normalized activity (activation), % at 26.1 µM. 650,000 compounds, 0.13% hits; in the data active = normalized activity above about 1.9%;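 also: purified mutant Fbw7 with reduced substrate affinity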
The depositor's hits bear a star; / = not tested or not shown.

structure | GPR151 activ | MITF inh | TEAD-YAP block | FBW7 activator
Cc1cc(C)cc(NC(=O)CN(c2cccc(Cl)c2C)S(C)(=O)=O)c1 | -0.1 | 8 | 9 | 0.8
CCN(CC)S(=O)(=O)c1ccc(Cl)c(C(=O)Oc2ccc(C)cc2-n2nc3ccccc3n2)c1 | -1.1 | 14 | -3 | 0.2
OC(CNc1ccc(Br)cc1F)Cn1nnnc1-c1ccccc1 (stereo unspecified) | 0.8 | -9 | 5 | 0.0
COc1cc(/C=N/NC(=O)c2nc3nc(C)cc(C)n3n2)cc(OC)c1OC | -0.4 | 1 | -3 | -0.1
CC(C)[C@H](NC(=O)c1ccc(F)cc1)C(=O)NC1=NCCS1 | 2.5 | -2 | 1 | -0.3
CCCCN(CC)c1ncnc2scc(-c3ccccc3)c12 | 8.0* | -9 | 6 | 0.2
COC(=O)C1C(=O)NC(SCc2ccccc2)=C(C#N)C1c1ccccc1 (stereo unspecified) | 0.1 | 1 | 6 | 0.0
CCOC(=O)N1CCC(N(CCOC)C(=S)Nc2ccccc2OC)CC1 | 1.7 | 12 | 3 | 0.1
COc1ccc(C2NC(=S)NC(C)=C2C(N)=O)c(OC)c1 (stereo unspecified) | 0.3 | -15 | 1 | -0.2
COc1ccc(-n2nnc3c(=O)n(CC(=O)Nc4ccc(F)cc4F)cnc32)cc1 | 1.1 | 9 | 16 | -0.2
O=C1c2ccccc2S(=O)(=O)N1CC(O)COc1ccc([N+](=O)[O-])cc1 (stereo unspecified) | 1.0 | -2 | 0 | -0.3
COc1ccccc1-c1cnc2ccc(NCc3ccc4c(c3)OCO4)nn12 | 0.6 | 10 | -16 | 0.7
O=C(CN1C(=O)COc2ccc(Cl)cc21)NCc1ccccc1 | -0.6 | 5 | 1 | 0.3
COc1ccc(CCN2C(=O)CCC2(C)C(=O)NC2CCCCCCC2)cc1OC (stereo unspecified) | -2.7 | -2 | -8 | -0.1
O=C(Nc1cccc(F)c1)NC1(C(=O)NCCN2CCOCC2)CCCCC1 | -1.4 | -7 | -10 | 0.5
O=C(c1cccc2c1NC(c1ccc(Br)cc1)C1CC=CC21)N1CCOCC1 (stereo unspecified) | 2.2 | 4 | 5 | 0.2

Quoted from the listing.
COc1cc(/C=N/NC(=O)c2nc3nc(C)cc(C)n3n2)cc(OC)c1OC – TEAD-YAP block = -3
COc1ccc(C2NC(=S)NC(C)=C2C(N)=O)c(OC)c1 (stereo unspecified) – TEAD-YAP block = 1
O=C(c1cccc2c1NC(c1ccc(Br)cc1)C1CC=CC21)N1CCOCC1 (stereo unspecified) – MITF inh = 4

(cont.)
structure | GPR151 activ | MITF inh | TEAD-YAP block | FBW7 activator
COc1ccc(CCNC(=O)c2csc(NCc3cccnc3)n2)cc1 | 0.3 | 8 | -6 | 0.1
COc1cccc(N2CC(NC(=O)CCc3ccccc3)CC2=O)c1 (stereo unspecified) | 0.8 | -3 | 9 | -0.1
Cc1cc(C(=O)N(CCCN(C)C)c2nc3ccccc3s2)nn1C | -0.4 | -15 | -3 | 0.1
Cc1ccc(OC(F)F)c(C(=O)CBr)c1 | -0.3 | 2 | -5 | -0.1
CCOC(=O)C1(Cc2ccccc2Cl)CCN(S(=O)(=O)c2cccnc2)CC1 | 0.8 | 15 | -1 | 0.1
Cn1nccc1C(=O)N1CCC[C@@H]2CN(Cc3cc4ccccc4s3)CC[C@@H]21 | 0.3 | -22 | -3 | -0.1
COC(=O)c1c(NC(=O)c2ccc(Cl)cc2)sc2c1CCC2 | -0.3 | -14 | 0 | 0.1
COCc1cc(C)nc2sc3c(c12)NC(c1ccccc1[N+](=O)[O-])NC3=O (stereo unspecified) | 0.6 | 3 | -5 | -0.2
CC/C(=C\C(=O)C(F)(F)C(F)(F)C(F)(F)F)NNC(=O)c1ccc(OC)cc1 | 0.5 | -1 | -34 | -0.1
CCOC(=O)N1CCC(NC2CCCCCC2)CC1 | -0.5 | 4 | 5 | 0.0
c1ccc(-n2nnnc2Sc2n[nH]c(-c3ccncc3)n2)cc1 | -1.3 | 4 | -2 | -0.2
O=c1c2c(-c3ccccc3)csc2nc2c3ccccc3c(N3CCCCC3)nn12 | -1.2 | 8 | 3 | -0.1
Cc1ccc(CN[C@H]2C[C@H]3C(=O)N[C@H](Cc4ccc(O)cc4)C(=O)N3C2)cc1F | -0.2 | 10 | 0 | 0.9
O=C(Nc1nnc(SCc2ccc(F)cc2)s1)c1ccccc1[N+](=O)[O-] | -1.5 | 15 | 9 | 0.1
O=c1oc2cc(Br)c(O)cc2c2c1NCCC2 | -0.5 | 27 | -4 | 0.3
COc1ccccc1Nc1nn2c(=O)c3ccccc3nc2s1 | -2.2 | 3 | 5 | 0.0
CCOC(=O)c1cnc2c(OC)cccc2c1N1CCCC(C(=O)OCC)C1 (stereo unspecified) | -0.7 | 6 | -14 | -0.1
CCOCCCNC(=O)c1ccc2c(c1)ncn2-c1ccc(C)c(Cl)c1 | -2.9 | -2 | -13 | 0.4
CC1C2c3ccccc3C(c3ccccc32)C1C(=O)Nc1cccc(Cl)c1 (stereo unspecified) | 3.1 | -2 | -13 | 0.0
Cc1ccc(NC(=O)CS(=O)CC(=O)N2CCN(c3ccccc3)CC2)cc1C (stereo unspecified) | 1.0 | 8 | 6 | 0.2
NC(=O)C1CCN(C(=O)c2ccc(-n3c(=S)[nH]c4ccccc4c3=O)cc2)CC1 | 0.2 | -4 | -17 | 0.4
CCCCOc1ccccc1C1Nc2ccccc2NC2=C1C(=O)CC(c1ccc(OC)cc1)C2 (stereo unspecified) | -0.3 | -5 | -20 | 0.0
Cc1ccc(NC(=O)CN2CCC(NC(=O)Cc3ccccc3)CC2)cc1C | 0.8 | 11 | 9 | -0.1
O=C(NCc1ccccc1)c1nnc(Cc2cccc(F)c2)o1 | 4.9* | 5 | -9 | -0.3

By substructure: the compounds so far with bromine
structure | GPR151 activ | MITF inh | TEAD-YAP block | FBW7 activator
OC(CNc1ccc(Br)cc1F)Cn1nnnc1-c1ccccc1 (stereo unspecified) | 0.8 | -9 | 5 | 0.0
O=C(c1cccc2c1NC(c1ccc(Br)cc1)C1CC=CC21)N1CCOCC1 (stereo unspecified) | 2.2 | 4 | 5 | 0.2
Cc1ccc(OC(F)F)c(C(=O)CBr)c1 | -0.3 | 2 | -5 | -0.1
O=c1oc2cc(Br)c(O)cc2c2c1NCCC2 | -0.5 | 27 | -4 | 0.3

Next entries
structure | GPR151 activ | MITF inh | TEAD-YAP block | FBW7 activator
Cc1ccc2cc(C#N)c(SCC(=O)Nc3nonc3C)nc2c1C | 2.8 | 22 | -11 | 0.1
Cc1ccc2c(c1)C(=C(C#N)C#N)C=C(c1ccc3c(c1)OCCCO3)O2 | -0.7 | -6 | 10 | 0.0
CCOc1cc(Br)cc(C=Nc2ccc(NC(C)=O)cc2)c1O | -1.6 | 16 | 2 | 0.8
CC1CN(C(=S)NC(=O)c2ccccc2Br)CC(C)O1 (stereo unspecified) | 1.2 | 31 | -10 | 0.0
Cc1cccc(CC(=O)Nc2cnn(-c3cccc(C(=O)Nc4cccc(C(C)(C)C)c4)c3)c2)c1 | 1.7 | 6 | 7 | 0.1
O=C(NN1C(=O)c2ccccc2NC12CCCC2)c1ccccc1 | 2.8 | 17 | -10 | 0.2
CCCC(=O)N(c1ccc2oc(C)c(C(=O)OCC)c2c1)S(=O)(=O)c1ccc2ccccc2c1 | -1.8 | 8 | 4 | 0.4
COc1ccc(-c2cc(C(F)(F)F)n3ncc(C(=O)Nc4ccc(C)cc4C)c3n2)cc1OC | 0.0 | 14 | 4 | 0.0
CCOc1ccc(CC(=O)Nc2cc(C)nn2-c2ncnc3c2cnn3-c2ccc(Cl)cc2)cc1 | -0.3 | 15 | -5 | 0.1
CCCCC(CC)C(=O)Nc1ncc(S(=O)(=O)c2ccc([N+](=O)[O-])cc2)s1 (stereo unspecified) | 1.9 | 2 | 11 | -0.1
COc1cc(/C=C2/C(=O)N(c3ccc(Cl)c(Cl)c3)N=C2C)cc(Br)c1O | 0.6 | 17 | 3 | 0.2
COCCNC(=O)c1ccc(CS(=O)(=O)c2ccccc2OC)o1 | -0.4 | 0 | -1 | 0.0
Cc1cc(C(=O)/C(C#N)=C/c2cccnc2)c(C)n1-c1ccccc1F | 1.5 | 1 | -24 | -0.1
Cc1cc(F)ccc1S(=O)(=O)NC1=NCCCCCC1 | -0.6 | -3 | -3 | -0.2
CS(=O)(=O)N(CC(=O)Nc1ccc(C(F)(F)F)cc1)c1cccc(C(F)(F)F)c1 | 0.5 | 14 | 10 | 0.2
Cc1ccc(C2C3=C(CC(C)(C)CC3=O)Nc3ccccc3N2C(=O)Cc2ccc(Cl)cc2)o1 (stereo unspecified) | 0.3 | 23 | 1 | 0.1
CN(C)CCCNc1oc(-c2ccc(F)cc2)nc1S(=O)(=O)c1ccccc1 | 0.6 | -1 | -7 | -0.1
CC1=NN(c2ccc(Cl)c(Cl)c2)C(=O)/C1=C\c1cccc([N+](=O)[O-])c1 | -0.8 | 20 | 8 | -0.1
CC(C)c1ccc(NC(=O)N[C@H]2C[C@H]3C(=O)N4CCC[C@@H]4C(=O)N3C2)cc1 | -1.4 | -9 | -11 | -0.3
CCOc1ccccc1C1N=C(c2ccc(OC)cc2)CC(c2cccc(OCC)c2O)N1 (stereo unspecified) | 0.5 | 5 | -46 | -0.1
Cc1cc(C)c2nc(NC(=O)NC(=O)N(C(C)C)S(C)(=O)=O)sc2c1 | -1.5 | -8 | -25 | 0.1
CCOC(=O)c1c(C)[nH]c(C(=O)COC(=O)Cc2ccccc2F)c1C | -2.2 | 8 | 8 | 0.2
CCC1CN(CCC(=O)N2CCCCC2c2ccccn2)Cc2cc(OC)ccc2O1 (stereo unspecified) | 0.3 | 0 | -7 | -0.1
Cc1cc(OCCN2C(=O)CCN2c2ccccc2)ccc1[N+](=O)[O-] | 1.3 | -1 | -14 | -0.3

Continued (two carried over from the part before).
structure | GPR151 activ | MITF inh | TEAD-YAP block | FBW7 activator
CCC1CN(CCC(=O)N2CCCCC2c2ccccn2)Cc2cc(OC)ccc2O1 (stereo unspecified) | 0.3 | 0 | -7 | -0.1
Cc1cc(OCCN2C(=O)CCN2c2ccccc2)ccc1[N+](=O)[O-] | 1.3 | -1 | -14 | -0.3
CCOC(=O)c1sc(NC(=S)NC(=O)c2ccccc2F)nc1C | -0.5 | -1 | 10 | -0.1
COC(=O)C1=C(O)/C(=C\c2cccc3ccccc23)N=C1C | -1.2 | 9 | -5 | -0.3
CC(C)(C)C(=O)Nc1nnc(-c2cccc([N+](=O)[O-])c2)s1 | 0.4 | 10 | -1 | -0.1
O=C(NCc1ccco1)c1ccc2c(=O)n(Cc3ccc4c(c3)OCO4)c(=S)[nH]c2c1 | 0.2 | 17 | 6 | 0.3
Cc1ccc(-c2nnc(Nc3ccc(Cl)cc3)c3ccccc23)cc1S(=O)(=O)NCC1CCCO1 (stereo unspecified) | -0.3 | -18 | 0 | 0.3
O=C(NC1CCCCC1)c1ccc(=O)[nH]c1 | -0.5 | 8 | -6 | 0.1
Cc1cc(N2CCN(c3ccco3)CC2)n2nc(C)nc2n1 | -1.2 | 2 | 4 | 0.1
Cc1cc2cc(C(c3nnnn3C(C)(C)C)N3CCOCC3)c(=O)[nH]c2cc1C (stereo unspecified) | 1.3 | 11 | 8 | 0.0
COc1ccc(CCNC(=O)CCn2c(SCc3ccccc3Cl)nc3ccccc3c2=O)cc1OC | -0.1 | -9 | -2 | -0.1
CCCCOC(=O)CSc1nnc(-c2ccccc2)c(=O)[nH]1 | -1.9 | 20 | -2 | 0.1
Cc1sc2ncn(CC(=O)NCc3ccco3)c(=O)c2c1S(=O)(=O)N1CCOCC1 | 0.7 | 1 | -1 | 0.0
CC(NCc1c(C(=O)N2CCCC2)nc2sccn12)c1ccccc1Cl (stereo unspecified) | 3.7 | 4 | 2 | 0.1
COCC(=O)Nc1cnn(-c2ccc(C(=O)NCc3ccc4nonc4c3)cc2)c1 | -0.5 | 18 | 4 | 0.0
O=C1CC(=O)N2C(c3ccc4c(c3)OCCO4)=CSC2=N1 | -0.2 | 9 | -13 | 0.1
Cc1ccc(S(=O)(=O)Nc2ccc3oc(C)c(C(=O)OC(C)C)c3c2)cc1[N+](=O)[O-] | -0.1 | -6 | 3 | 0.0
CCCCCCCCCCCCCCP(=O)(O)O | -2.6 | -20 | / | /
CC1CCCN(C/C=C/c2ccccc2[N+](=O)[O-])C1 (stereo unspecified) | -1.5 | -6 | 3 | -0.1
Nc1nc(Cl)nc(NS(=O)(=O)c2ccc(Cl)cc2)n1 | 0.7 | 10 | -12 | 0.2
Nc1cc(N)cc(Oc2cccc(C(F)(F)F)c2)c1 | 0.2 | 3 | 1 | -0.1
COc1ccc2c(c1OC)C(=O)OC2Nc1ccccc1Br (stereo unspecified) | 1.5 | -11 | 9 | -0.1
COCc1cc(C)n(CC(=O)Nc2cc(C(F)(F)F)ccc2Cl)c(=O)c1C#N | 0.7 | -9 | 5 | 0.3
COc1ccccc1Cn1ccn(CC(=O)Nc2ccc(F)cc2)c(=O)c1=O | -0.1 | -8 | -7 | -0.3
Cn1cccc(C(=O)N2CCN(CCn3cccn3)CC2)c1=O | -0.1 | 17 | 1 | 0.2
COC(=O)C(C)(C)ONC(=O)Nc1ccc(Br)cc1 | -1.5 | 11 | -14 | -0.1

Hits appear at their usual frequency (roughly 3.5% active in at least one column).
